Source: PubChem
RXFP1 agonist = agonists of human relaxin receptor RXFP1. Q9HBX9. HEK293T-RXFP1 cAMP TR-FRET, 30 min; response scale: percent of porcine relaxin response, buffer zero. Potency, µM (top dose mostly 57.5 µM), for inactives: top-dose activation, hits mostly activators. actives 0.3% (n = 370,000); active = well fitted activation curve with a large enough effect; inconclusive = small, poorly fitted or top-dose-only effect; note: potency is the fitted concentration of half-maximal effect; % is set by controls: 0 for no effect and ±100 for the full control effect; nearly all actives have a fitted effect of over 60% in size; many of its hits are not listed in these tables
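cAMP rise read by TR-FRET after 30 min, 37C compound exposure (up to 58 uM) in RXFP1-transfected HEK293 cells with Ro 20174 present. EC50 from Hill-equation fits, with 29 nM porcine relaxin as 100% and buffer as basal.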
D1 antagonist = antagonists of human D1 dopamine receptor; HEK293 TREx D1 cells, calcium flux, dopamine EC80; stronger effect = lower value; activity change, negative = inhibition, % at 10 µM; actives 3.2% (n = 360,000); in the data active = activity change below about -30%; note: % is set by controls: 0 for no effect and ±100 for the full control effect
Target sequence (P21728 whole entry, looked up): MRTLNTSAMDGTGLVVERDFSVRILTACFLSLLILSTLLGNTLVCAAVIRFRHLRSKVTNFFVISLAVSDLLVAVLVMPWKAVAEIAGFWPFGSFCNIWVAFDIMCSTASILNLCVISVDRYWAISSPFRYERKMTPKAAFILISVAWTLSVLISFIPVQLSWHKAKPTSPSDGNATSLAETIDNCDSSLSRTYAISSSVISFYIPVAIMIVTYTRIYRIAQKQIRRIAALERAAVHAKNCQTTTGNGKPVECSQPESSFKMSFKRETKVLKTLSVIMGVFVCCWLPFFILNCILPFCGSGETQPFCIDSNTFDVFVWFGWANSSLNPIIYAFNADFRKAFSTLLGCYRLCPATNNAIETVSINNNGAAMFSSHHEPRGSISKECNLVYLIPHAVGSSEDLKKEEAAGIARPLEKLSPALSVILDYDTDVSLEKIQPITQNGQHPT
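Inducible Hek293 Trex D1 cells (tetracycline, overnight, 30 C). Calcium dye 30–90 min RT. Antagonist mode: EC80 dopamine added after 180 s compound read.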
D2 agonist = agonists of human D2 dopamine receptor | P14416 | HEK293 T-REx D2 cells, calcium flux agonist mode | activation, % at 2 µM | actives 0.53% (n = 340,000) | AID 485358;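 active = activation over 3 SD above normal in the single-dose calcium agonist read, cut at about 30% in these data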; note: 0% is about no effect
Target sequence (P14416 whole entry, looked up): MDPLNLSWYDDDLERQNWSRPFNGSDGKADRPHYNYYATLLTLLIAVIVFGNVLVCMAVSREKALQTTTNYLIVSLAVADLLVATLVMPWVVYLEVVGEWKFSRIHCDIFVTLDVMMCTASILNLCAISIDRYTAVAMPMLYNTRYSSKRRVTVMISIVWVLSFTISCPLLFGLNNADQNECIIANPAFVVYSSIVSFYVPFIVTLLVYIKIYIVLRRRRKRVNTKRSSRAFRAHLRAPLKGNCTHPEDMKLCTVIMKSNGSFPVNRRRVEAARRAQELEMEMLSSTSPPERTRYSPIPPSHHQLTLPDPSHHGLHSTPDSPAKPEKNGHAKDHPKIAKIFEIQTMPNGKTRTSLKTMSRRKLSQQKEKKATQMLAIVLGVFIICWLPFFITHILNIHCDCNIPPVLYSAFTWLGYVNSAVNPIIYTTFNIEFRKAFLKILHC
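Agonism scored from kinetic calcium signal (1 read/sec, 180 s) following compound pin transfer, after a 10 s baseline. Cells: HEK293 Trex line expressing inducible D2 receptor coupled to calcium, dye-loaded after overnight culture at 30 C.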
RXFP1 antagonist = antagonists of human relaxin receptor RXFP1; Q9HBX9; HEK293-RXFP1, relaxin-stimulated cAMP HTRF, 30 min; stronger effect = lower value; activity change, negative = inhibition, % at 57.5 µM; actives 0.59% (n = 350,000);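 active = activity change of -60% or lower, but not beyond a set lower limit; inconclusive = change between -60% and -40%, or beyond the set limit; inactive = change above -40%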; note: % is set by controls: 0 for no effect and ±100 for the full control effect
D1 potentiator = potentiators of human D1 dopamine receptor; HEK293 TREx D1 cells, calcium flux, dopamine EC20 potentiation; AID 504651; potentiation, % at 10 µM; P21728; actives 0.036% (n = 360,000); in the data active = potentiation above about 30%; note: 0% is about no effect
D2 PAM = D2 dopamine receptor (human) potentiation | potentiation, % at 10 µM | HEK293 T-REx D2, calcium flux, EC20 dopamine potentiation | AID 485347 | actives 0.34% (n = 340,000);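 active = potentiation over 3 SD above the plate norm, cut at about 30% in these data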; note: 0% is about no effect
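Tetracycline-induced HEK293 T-REx cells force-coupled to calcium signalling expressed D2; compounds were pin-added after a 10 s baseline, read kinetically 180 s, then an EC20 dopamine challenge followed with a further 180 s calcium read.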
D1 agonist = agonists of human D1 dopamine receptor | P21728 | activation, % at 2 µM | actives 1% (n = 360,000) | HEK293 T-REx D1 cells, calcium flux, agonist mode; in the data active = activation above about 30%; note: 0% is about no effect
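Agonism was scored from calcium flux recorded over 180 s (1 read/s) after pintool compound addition, following a 10-cycle baseline. Cells were inducible force-coupled HEK293 TREx D1, plated overnight at 30 C and loaded with no-wash calcium dye.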
D2 antag = antagonists of human D2 dopamine receptor. HEK293 TREx D2 cells, calcium flux, dopamine EC80. AID 485344. inhibition, % at 10 µM. P14416. actives 2% (n = 340,000); in the data active = inhibition above about 30%; note: 0% is about no effect
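Read-out: kinetic calcium fluorescence (1 cycle/s) in inducible HEK293 T-REx D2 cells after an EC80 dopamine addition that followed 180 s compound preincubation. Loss of the dopamine response indicates antagonism.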
TRHR enhancer = allosterically enhances the human TRH receptor; actives 0.66% (n = 360,000); P34981; enhancement, % at 2 µM; TRHR cells, fluo-8 calcium fluorescence, EC20 TRH enhancement; in the data active = enhancement above about 30%; note: 0% is about no effect
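TRHR-expressing cells loaded with fluo-8 calcium dye were read kinetically (ex 480/em 530) during compound addition, then stimulated with an EC20 of TRH (10 nM final). Enhancement of the Gq-mediated intracellular calcium response was scored.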
* hit, by the source's call; ? = inconclusive; . = no result given. Only part of the results is shown; the hit share may differ from the screen's.

smiles	RXFP1 agonist	D1 antagonist	D2 agonist	RXFP1 antagonist	D1 potentiator	D2 PAM	D1 agonist	D2 antag	TRHR enhancer
COc1ccc(C(=O)Nc2nc(-c3ccc([N+](=O)[O-])cc3)c(-c3ccc(OC)cc3)s2)cc1	1.0%	-16	4.1	5	-6	2	6	2	1
COc1ccc(N2CCN(CCNC(=O)c3c(C)cc(=O)oc3C)CC2)cc1	-0.2%	6	-0.8	5	-4	-11	0	1	-3
CN(C(=O)CSc1nc2ccccc2n1CC(=O)NCc1ccc(F)cc1)c1ccc(F)cc1	-0.4%	-32*	4.3	8	0	10	11	.	-6
O=C(Nc1cccc(Cl)c1)Nc1ccccc1-n1ccnc1	-1.7%	14	-1.7	0	1	6	0	4	11
Cc1cccc(C)c1NC1=NC(=S)N(c2ccc(N(C)C)cc2)C1(C)C	4.1%	11	.	8	2	.	0	.	-10
O=c1c2ccccc2c(-c2ccccc2)nn1Cc1ccc(Cl)cc1	1.8%	5	0.1	-9	5	17	2	-1	4
COc1ccc(NC(=O)CCN2CCN(C/C=C/c3ccccc3)CC2)cc1	-0.4%	4	14	-2	-1	-5	6	14	8
COc1ccc(C(=O)N2CCOCC2)cc1S(=O)(=O)N1CCCc2ccccc21	4.0%	-9	-0.3	-4	-8	8	2	19	-2
O=C1NC2(CCCCCC2)C(=O)N1Cc1cccc([N+](=O)[O-])c1	-2.4%	-8	-1.5	-16	1	0	6	0	-6
COc1ccc(CC2(CO)CCN(Cc3ccc4nsnc4c3)CC2)cc1	-0.9%	4	0.1	-5	-6	-22	4	-20	2
COC(=O)[C@@]1(Cc2ccc(OC)cc2)[C@H]2c3cc(C(=O)N4CCCC4)n(CCO)c3C[C@H]2CN1C(=O)c1ccccc1	-1.2%	-11	-2.7	.	0	-3	3	2	-6
Cc1ccc(Cl)cc1N1CCN(C(=O)Cn2cnc3onc(-c4ccc(F)cc4)c3c2=O)CC1	-1.0%	-9	.	.	-3	-1	4	.	12
Cc1cc(C)n(-c2nc3nonc3nc2Nc2cccc(C)c2C)n1	0.0%	-32*	-0.3	-1	-1	8	2	-16	9
Cc1nc(SCCc2ccccc2)[nH]c(=O)c1C	2.1%	2	-0.2	5	-1	6	2	4	6
COc1ccccc1N1CCN(C(=O)c2cc(-c3ccc(F)cc3)[nH]c2C)CC1	3.8%	-24	1.8	-12	-8	0	9	3	-8
COC(=O)c1ccccc1NC(=O)C1CCN(S(=O)(=O)c2cc(OC)ccc2OC)CC1	-0.4%	-5	0.8	18	-4	.	18	-11	14
O=S(=O)(c1ccc(F)cc1)N1CCC(n2c(C(F)(F)F)nc3cccnc32)CC1	-0.6%	-6	-0.3	-4	-3	-7	5	.	-6
COc1cc2c(cc1NC(=O)C(c1ccccc1)c1ccccc1)CCCC2	1.5%	4	0.1	-10	0	3	8	-2	-4
COc1ccc(-n2c(=S)[nH]c3cc(C(=O)Nc4cccc(C)c4)ccc3c2=O)cc1	13%	12	2.2	15	-8	0	3	-9	0
Cc1cccc(C(=O)c2cnc3ccccc3c2-c2ccccc2)c1	0.9%	.	-0.4	0	-4	12	18	8	-12
Cc1cc(C)c(C)c(SCC(=O)Nc2oc(C)c3c(C)n[nH]c(=O)c23)c1C	0.4%	28	-0.7	-7	0	13	0	9	2
CCC(CC)Nc1ccc(C(CC(N)=O)NC(=O)Cc2ccc(Br)cc2)cc1[N+](=O)[O-] (stereo not given)	0.0%	28	-0.8	.	-1	11	1	-20	-3
COc1cccc(SCc2noc(C(=O)NC(C)C)c2C(=O)NC(C)C)c1	-1.1%	-4	-0.3	.	4	3	0	-5	-3
CCN(CC)S(=O)(=O)c1ccc(NC(=O)Cc2cccs2)cc1	-0.2%	-8	0.1	1	-9	-4	5	-3	-2
C[n+]1cccc(/C=N/NC(=O)CC23CC4CC(CC(C4)C2)C3)c1	0.7%	-4	0.6	4	-1	6	4	-17	1

Fetched by structure from the list above (2):
smiles	RXFP1 agonist	D1 antagonist	D2 agonist	RXFP1 antagonist	D1 potentiator	D2 PAM	D1 agonist	D2 antag	TRHR enhancer
CN(C(=O)CSc1nc2ccccc2n1CC(=O)NCc1ccc(F)cc1)c1ccc(F)cc1	-0.4%	-32*	4.3	8	0	10	11	.	-6
Cc1cccc(C(=O)c2cnc3ccccc3c2-c2ccccc2)c1	0.9%	.	-0.4	0	-4	12	18	8	-12

Some entries already given, limited to D2 agonist, D2 antag and D1 antagonist.
| structure | D2 agonist | D2 antag | D1 antagonist |
| --- | --- | --- | --- |
| Cc1cc(C)c(C)c(SCC(=O)Nc2oc(C)c3c(C)n[nH]c(=O)c23)c1C | -0.7 | 9 | 28 |
| CCC(CC)Nc1ccc(C(CC(N)=O)NC(=O)Cc2ccc(Br)cc2)cc1[N+](=O)[O-] (stereo not given) | -0.8 | -20 | 28 |
| COc1cccc(SCc2noc(C(=O)NC(C)C)c2C(=O)NC(C)C)c1 | -0.3 | -5 | -4 |
| CCN(CC)S(=O)(=O)c1ccc(NC(=O)Cc2cccs2)cc1 | 0.1 | -3 | -8 |

New compounds follow:
smiles	RXFP1 agonist	D1 antagonist	D2 agonist	RXFP1 antagonist	D1 potentiator	D2 PAM	D1 agonist	D2 antag	TRHR enhancer
O=C(O)C1CC=CCC1C(=O)NCCc1csc(-c2ccccc2)n1 (stereo not given)	4.8%	4	-0.4	?	-3	4	-4	0	1
CCOc1ccc(NC(=S)N2CCC(c3nc4ccccc4[nH]3)CC2)cc1	0.2%	2	-0.2	4	-2	7	3	0	-4
Cc1ccc(NC(=O)C2CCCN(S(=O)(=O)c3cccc4cccnc34)C2)cc1Cl (stereo not given)	-2.6%	9	.	-13	0	22	1	.	3
O=C(Cn1ccc(NC(=O)OCc2ccccc2)nc1=O)NCCCN1CCCC1=O	-0.2%	.	2.0	.	7	-1	-1	2	-1
O=C(CCC1COc2ccccc2O1)Nc1ncccc1O (stereo not given)	0.0%	-15	0.7	-3	-2	9	2	5	-7
O=C1/C(=C/c2ccccc2)SC(=S)N1CC(=O)N1CCCCC1c1cccnc1 (stereo not given)	-4.4%	16	-1.7	7	-4	5	0	0	3
COCC(=O)Nc1ccc(S(=O)(=O)Nc2ncccn2)cc1	1.7%	6	0.5	.	-5	4	1	11	-1
COc1ccc(S(=O)(=O)Cc2ccc(C(=O)N3CCC(C(N)=O)CC3)o2)cc1	2.1%	-15	-0.5	.	-6	-1	1	-3	-1
CCOC(=O)c1ccc(NC(=O)CCC(CC)C(=O)O)cc1 (stereo not given)	-0.4%	-2	0.6	-12	7	-12	2	-4	1
COc1ccc(Cl)cc1N(CC(=O)N1CCCC1)S(=O)(=O)c1ccc(C)cc1	0.0%	-3	-0.1	-8	-1	-5	1	16	8
C/C(=N\OCC(=O)OCC(=O)NC(=O)c1ccc(OC(F)F)cc1)c1ccc2c(c1)OCO2	-1.1%	-11	0.8	1	-4	-3	8	-30	-6
Fc1ccc(-n2c(Cc3ccccc3)nnc2SCc2nc(-c3ccc(Cl)cc3)no2)cc1	0.5%	-9	1.4	-26	-10	3	8	-11	-1
N/C(=N\S(=O)(=O)c1ccc(Cl)s1)c1ccccc1	1.2%	7	-1.2	9	-9	8	6	2	-5
CN1CCN(C(=O)c2cc(S(=O)(=O)Nc3ccccc3F)c(Cl)cc2Cl)CC1	0.3%	3	-1.3	-2	-5	-7	2	-1	8
CC(=O)N1CCN(c2nnc(-c3ccc(C)cc3)c3ccccc23)CC1	1.5%	-2	-0.1	4	-6	-5	0	-2	5
CCOc1ccc(-c2nonc2NC(=O)c2oc3ccc(F)cc3c2C)cc1	-0.8%	-16	-1.8	-7	-1	-6	-3	.	9
C/C(=N/NC(=O)c1cccs1)c1cccs1	0.8%	11	0.2	-25	-4	-6	1	-4	-1
O=C(O)c1cccc(NS(=O)(=O)c2ccc3c(c2)OCCCO3)c1	0.5%	5	2.9	4	1	3	2	-4	1
Cc1cc(NC(=O)CSc2ccnc(=O)[nH]2)no1	2.8%	4	-0.9	-13	-4	-19	3	-16	19
Cc1cc(CNC(=O)c2cccc([N+](=O)[O-])c2)c2ccccc2n1	-0.5%	4	-1.2	7	-11	25	22	49*	14
N#Cc1cn(N2CCCCC2)c(=O)[nH]c1=O	1.2%	5	-0.1	0	-1	2	0	13	6
Cc1ccc(C(=O)N/C(=C\c2ccco2)C(=O)NC2CCS(=O)(=O)C2)cc1 (stereo not given)	0.3%	13	1.3	-29	-8	6	3	7	1
COc1ccc(N2CC(C(=O)N3CCCC(C)C3)CC2=O)cc1 (stereo not given)	1.7%	-15	0.4	-9	-5	2	0	-4	19
Nc1nc(NCc2ccco2)nc(NCCO)c1[N+](=O)[O-]	1.8%	3	1.3	0	-5	5	0	4	14
O=C(Nc1ccc(Br)c(C(F)(F)F)c1)c1ccc(C(F)(F)F)cc1	4.2%	-24	0.8	-27	-8	-21	14	-23	-7
CCOC(=O)C1CCCN(C(=O)c2cccc(N3C(=O)c4ccccc4C3=O)c2)C1 (stereo not given)	-0.2%	11	0.4	2	0	9	1	-10	1
CCOC(=O)COc1cc2c3c(c(=O)oc2cc1C)CCCC3	1.1%	2	1.3	-24	-4	.	0	-4	-5
CN1CCN(S(=O)(=O)c2cccc3nsnc23)CC1	-1.2%	1	0.4	-14	6	6	2	-22	17
COc1ccc(-n2nc(C(=O)NCC(=O)NC3CCCC(C)C3C)c3ccccc3c2=O)cc1 (stereo not given)	2.6%	24	-0.4	10	15	20	0	-2	-4
COc1cc(SC#N)ccc1N=Cc1c(C)[nH]n(-c2ccc(C)cc2C)c1=O	3.9%	-20	.	?	-5	.	0	.	-1
